AI-2 QS mod: modulates the Vibrio harveyi AI-2 quorum sensing system; activity change, % at 7.5 µM; actives 0.4% (n = 300,000); AID 2094; Vibrio harveyi JMH597 AI-2 luminescence/OD600 ratio, 9 h; active compounds read low; strain lacks LuxN and CqsS sensors; 0 = neutral-control median; in the data active means activity change below about -75%, passing the limit was not always enough; inconclusive means no clear call, values can overlap the other calls;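 further: luminescence divided by OD600 gain over 9 h not by final OD600 alone; inactives centre near 13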
HSF1 inh: HSF1 inhibition | AID 2098 | activity change, negative = inhibition, % at 7.5 µM (by protocol) | actives 0.77% (n = 300,000) | NIH3T3-HGL HSE-luciferase, MG132-induced, luminescence 8 h; active compounds read low;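 active means more than half of replicate wells show activity change below -50%, luminescence cut by over half; inconclusive means some wells, but at most half, below -50%; inactive means no replicate well below -50%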;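 further: luciferase reports HSF-1 transcriptional activity via heat shock element; 0% = median of DMSO wells and -100% = zero luminescence signal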
KLF5 inh: kruppel-like factor 5 inhibition. DLD-1 KLF5 promoter-luciferase reporter, luminescence. inhibition, % at 5 µM. actives 0.23% (n = 290,000);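 active means inhibition above a per-plate limit of that plate's mean compound inhibition plus 3 SD, cut at about 60% in these data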;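 further: 0% = DMSO wells and 100% = LY294002 at 200 µM; higher means less KLF5 promoter-driven luciferase light; inactives centre near -14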
HSF-1 act: increases HSF-1 driven luciferase reporter signal; actives 1.7% (n = 300,000); activation, % at 9 µM; NIH3T3-HGL HSF-1 luciferase reporter, MG132, 8 h; 100% = twice DMSO control signal;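 active means mean replicate activation of at least 50% with a set share of replicates each reaching 50%; inconclusive means only one of those two conditions met; inactive means mean below 50% and too few replicates reaching it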;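 further: 0% = median of the neutral control wells and 100% = twice that signal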
PolyA inh: inhibitors of polyadenylation in S. cerevisiae. S. cerevisiae SKY197-pL101 polyadenylation reporter, beta-gal luminescence; efflux-impaired pdr1/pdr3 knockout yeast; score 100 = 6 SD above DMSO. AID 1875. calls only at 12 µM. actives 0.02% (n = 300,000);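 active means lowest replicate activity score at least 50, where 100 means six control SD above control mean; inconclusive means lowest score under 50 but half or more replicates reach 50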;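 further: yeast exposed to compound for 9 h at 30 °C; higher score means more reporter readthrough which indicates perturbed polyadenylation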
IEC-6 tox: IEC-6 cytotoxicity, counter-screen for KLF5 inhibitors | luminescence viability | inhibition, % at 5 µM | actives 0.78% (n = 290,000); in the data active means inhibition above about 22%;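 further: 0% = plate median of test compound wells and 100% = cytotoxic reference compound wells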
aSyn 5UTR inh: MLPCN primary screen, SNCA 5' untranslated region; actives 0.82% (n = 300,000); alpha-synuclein 5'UTR reporter, inhibitor activity; inhibition, % (tested at 7.5 µM); in the data active means inhibition above about 60%; inconclusive means no clear call, values can overlap the other calls;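 further: H4 neuroglioblastoma cells stably carrying SNCA 5'UTR luciferase fusion; 0% = DMSO wells and 100% = positive control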
GSK3A inh: inhibitors of human GSK-3 alpha kinase. P49840. ADP-Glo luminescence, 60 min. inhibition, % at 10 µM. actives 0.1% (n = 320,000). AID 2650;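 in the data active means inhibition above about 50%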;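 further: GST-tagged GSK-3 alpha with peptide substrate and 25 µM ATP; 0% = DMSO neutral wells and 100% = GW8510 positive control wells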
Target sequence (P49840 whole entry, looked up): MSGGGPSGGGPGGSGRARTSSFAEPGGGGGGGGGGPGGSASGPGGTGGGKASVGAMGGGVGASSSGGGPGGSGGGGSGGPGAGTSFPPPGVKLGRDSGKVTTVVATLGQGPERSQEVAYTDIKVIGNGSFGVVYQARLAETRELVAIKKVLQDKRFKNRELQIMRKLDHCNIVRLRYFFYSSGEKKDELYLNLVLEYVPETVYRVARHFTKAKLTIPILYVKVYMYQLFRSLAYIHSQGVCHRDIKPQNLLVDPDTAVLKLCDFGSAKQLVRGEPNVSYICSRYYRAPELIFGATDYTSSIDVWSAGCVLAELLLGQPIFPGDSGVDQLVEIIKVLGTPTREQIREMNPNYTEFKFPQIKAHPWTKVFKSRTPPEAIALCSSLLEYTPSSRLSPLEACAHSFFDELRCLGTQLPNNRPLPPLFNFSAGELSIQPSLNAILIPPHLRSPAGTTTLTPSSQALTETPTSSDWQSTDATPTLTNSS
GSK3B inh: inhibitors of human GSK3beta kinase | actives 0.038% (n = 300,000) | activity score (negative = inhibition), % at 10 µM | GST-GSK3beta kinase, ADP-Glo luminescence, 60 min; active compounds read low | P49841;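 active means more than half of replicate wells score below -50%, meaning over 50% inhibition versus plate controls; inconclusive means some replicates but at most half score below -50%; inactive means no replicate scores below -50%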;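 further: 0% = median DMSO wells and -100% = median GW8510 positive control wells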
Target sequence (P49841 whole entry, looked up): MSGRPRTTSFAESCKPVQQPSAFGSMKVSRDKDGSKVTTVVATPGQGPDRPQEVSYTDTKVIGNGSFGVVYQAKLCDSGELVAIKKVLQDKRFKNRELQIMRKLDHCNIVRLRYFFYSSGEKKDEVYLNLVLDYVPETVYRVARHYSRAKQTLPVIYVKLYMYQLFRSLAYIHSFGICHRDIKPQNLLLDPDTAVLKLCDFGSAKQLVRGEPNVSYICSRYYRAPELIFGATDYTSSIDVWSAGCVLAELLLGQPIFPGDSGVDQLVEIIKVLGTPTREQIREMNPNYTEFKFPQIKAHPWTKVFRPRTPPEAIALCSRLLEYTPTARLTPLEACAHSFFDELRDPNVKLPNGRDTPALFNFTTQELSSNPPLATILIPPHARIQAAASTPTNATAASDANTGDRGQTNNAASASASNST
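Test system: GST-tagged human GSK3beta kinase, cell-free; evaluation: activity score scaled between in-plate DMSO and GW8510 controls; measured by: ADP-Glo luminescence; incubation: 60 min reaction, RT; benchmarks: DMSO and 20 µM GW8510; reagent: peptide substrate plus 25 µM ATP (final); medium: Tris/MgCl2 kinase buffer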
HSP90 inh: inhibitors of HSP90 luciferase refolding in rabbit reticulocyte lysate | inhibition, % at 5.6 µM | AID 1789 | actives 0.91% (n = 290,000) | luciferase refolding luminescence, 3 h;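 active means inhibition above the screen-wide mean plus 3 SD, computed separately per campaign, cut at about 16% in these data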;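 further: 0% = DMSO wells and 100% = 60 µM geldanamycin wells; inhibitors lower the luminescence because luciferase stays unfolded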
The depositor's hits bear a star; i = inactive; ? = inconclusive; nt = no result given; & = joins results of further samples. These rows are one share of the data; the hit share may differ from the screen's.

molecule	AI-2 QS mod	HSF1 inh	KLF5 inh	HSF-1 act	PolyA inh	IEC-6 tox	aSyn 5UTR inh	GSK3A inh	GSK3B inh	HSP90 inh
Cc1cc2nc(SCC(=O)Nc3nonc3C)c3c(c2cc1C)CCCC3	13	-5	-6	-16	i	1	14	-3	-1	0
O=C(O)c1cc(N=Cc2c(O)c3ccccc3oc2=O)ccc1O	7	6	-14	-5	i	1	11	-3	-1	0
CN(C)/C=C(\C=O)c1c(Cl)cccc1Cl	6	-2	10	28	i	-6	13	1	0	4
Cc1ccc2[nH]c(C(=O)Nc3ccc(F)cc3)cc2c1	2	25	-191	33	i	6	-142	-1	2	-6
O=C(COC(=O)C1CCCN1C(=O)c1cccs1)Nc1ccc2c(c1)OCO2 (stereo unspecified)	-4	-16	28	-3	i	-6	11	1	6	-1
Cc1ccccc1NS(=O)(=O)c1ccc(C(=O)N2CCCCCCC2)cc1	12	2	nt	-12	i	nt	0	1	2	nt
O=C(CN1CCCc2ccccc21)Nc1ccccc1[N+](=O)[O-]	8	4	-3	1	i	-8	13	8	2	-4
O=S(=O)(c1ccccc1)N1CCN(S(=O)(=O)N2CCCCC2)CC1	14	2	-6	3	i	-4	26	5	1	-5
Cc1[nH]c2ccc(C(=O)N3CCCCC3)cc2c1C	42	0	-151	12	i	6	-112	1	0	-1
CCCOc1ccc(S(=O)(=O)NCc2ccc(OC)cc2)cc1	42	5	-46	-8	i	-5	3	-4	-1	3
CCCCOc1ccc(C(C)NC(=O)C2CCCN(S(=O)(=O)CC)C2)cc1 (stereo unspecified)	28	9	-17	-2	i	0	12	8	2	5
COc1ccc(NC(=S)c2ccc(N(C)C)cc2)cc1	6	15	-114	?	i	14	4	-3	1	-6
CC(C)(C)CC(C)(C)Nc1c(-c2ccc(O)cc2)nc2cnccn12	-8	1	-24	4	i	-1	47	4	2	1
CN(C)S(=O)(=O)c1ccc(N2CCCC2)c(C(=O)Nc2ccc(N3CCOCC3)cc2)c1	6	-2	-39	-10	i	-2	10	2	-1	-1
CC(=O)OC[C@H]1O[C@H](C/C=N/O[C@@H](C)c2cn([C@H](CO)Cc3ccccc3)nn2)C=C[C@@H]1OC(C)=O	23	-2	-19	-13	i	-3	-19	5	-1	1
CC(=O)Cc1nsc(NC(=O)c2cccc(F)c2)n1	10	13	-62	20	i	0	-55	-1	-1	4
C1=CCN(Cc2ccccc2)C1	-5	-2	-22	3	i	3	28	-3	2	3
COC(=O)c1ccccc1OCCCN(C)C	15	-13	21	-11	i	2	23	-2	-10	-2
CC[C@@]12C(=O)N(c3ccccc3)C(=O)N1[C@H](c1ccc(OC)cc1)[C@@H]1C(=O)N(C(C)(C)C)C(=O)[C@@H]12	24	-4	nt	-10	i	nt	16	-1	-3	nt
CCn1cc[n+](C)c1P(c1ccccc1)c1ccccc1	10	-2	-15	-17	i	-1	0	0	0	-3
COc1ccc(S(=O)(=O)N(C)CC(=O)NCCN2CCOCC2)cc1	7	-6	-5	-15	i	3	5	-2	-1	-5
COc1ccc(-c2csc3nc(C)n(-n4cccc4)c(=O)c23)cc1	20	-9	-4	2	i	-4	18	-3	-2	2
CC(C)OCC(O)CN1CCN(C(c2ccccc2)c2ccccc2)CC1 (stereo unspecified)	19	-15	-33	-2	i	4	-10	-5	2	4
COc1ccc(N(C(=O)CNC(=O)c2ccco2)C(C(=O)NC2CCCCC2)c2ccco2)cc1 (stereo unspecified)	13	-2	-29	3	i	0	-18	0	3	-2
COCC(=O)NC1CC2CCC(C1)N2C(=S)Nc1ccccc1C(=O)OC (stereo unspecified)	16	-4	10	-4	i	-5	-32	-1	2	-2
COc1ccccc1NC(=O)CN1CCC(c2nc3ccc(C)cc3[nH]2)CC1	13	-2	-15	-5	i	5	-12	-1	2	1
Cc1nc(N2CCOCC2)c2oc3ccccc3c2n1	8	-8	-4	7	i	-3	-18	-1	0	-1
COC(=O)c1ccc(NS(=O)(=O)c2cc3c4c(c2)CCN4C(=O)CC3)cc1	19	-1	nt	8	i	nt	-3	-2	5	nt
COc1cc(/C=N/NC(=O)c2ccc(=O)[nH]n2)ccc1O	28	-13	14	-3	i	3	5	-1	3	1
O=C(NNS(=O)(=O)c1ccc([N+](=O)[O-])cc1)C(=O)Nc1cccc(C(=O)O)c1	4	-1	-37	9	i	1	4	-2	1	2
O=C(CNCc1ccc(Cl)cc1)Nc1ccc(C(=O)N2CCCCC2)cc1	0	-5	-7	-2	i	-1	-5	6	0	6
CCCCOc1cc(C(=O)NCCN(CC)CC)c2ccccc2n1	9&16	-1&7	-27&-24	-14&-5	i	-2&2	10&-15	-1&-3	3&-3	0&3
CC(=O)Nc1ccc(S(=O)(=O)N2CCCC2C(=O)Nc2ccc(F)cc2)cc1 (stereo unspecified)	10	5	-19	-3	i	-3	5	nt	-3	2
COc1ccc(CCN2C(=O)NC(NC(=O)C(C)(C)C)(C(F)(F)F)C2=O)cc1OC (stereo unspecified)	14	-3	-14	-22	i	-2	19	-5	-4	2
CC(=O)c1cccc(NC(=O)Cc2ccc3c(c2)CCCC3)c1	14	-6	-9	4	i	-3	1	7	-2	0
O=C(CSc1ncccn1)NNC(=O)c1ccccc1	31	2	-4	1	i	-8	20	-2	-2	-6
Cc1cc(C(=O)OCC(=O)NC(=O)c2cccn2C)c2ccccc2n1	8	1	-5	17	i	0	1	0	0	4
COc1cccc(CC(=O)OCC(=O)NC2CCCCCC2)c1	15	-4	1	1	i	0	5	-5	-2	2
O=C(CSc1nc2ccc([N+](=O)[O-])cc2[nH]1)NC1CCCC1	18	5	19	6	i	6	13	-5	0	4
Cc1c(Cl)cccc1NC(=O)CCC(=O)NNC(=O)c1ccccc1	28	-4	1	0	i	-2	-14	-1	1	-5
Cc1[nH]c(=O)[nH]c(=O)c1S(=O)(=O)N1CCCC(C(=O)NCCc2ccc(Cl)cc2)C1 (stereo unspecified)	37	11	-25	41	i	-5	3	-2	2	-3
Cc1ccc(/C=N/NC(=O)c2cccc(NC(=O)c3ccccc3C)c2)o1	48	-1	-8	9	i	-6	-17	-2	1	-1
O=c1cc(N2CCc3ccccc3C2)[nH]c(=O)n1-c1ccccc1Cl	19	-4	-9	-10	i	6	15	-4	2	-2
Cc1nc2ccccc2c(=O)n1-c1ccc(NS(=O)(=O)c2cc(F)ccc2F)cc1	12	2	nt	5	i	nt	-25	4	-1	nt
Cn1ncc(Br)c1C(=O)NC1CCCC1	-3	-3	-18	14	i	-3	-1	3	1	1
O=C1CC(c2ccc(F)cc2)SC(N(c2ccccc2)c2ccccc2)=N1 (stereo unspecified)	7	1	32	1	i	1	-2	1	0	3
CCOC(=O)N1CCN(C(=O)c2csc3c2CCCCC3)CC1	2	2	4	7	i	5	2	-3	-1	-5
CCN(CC)C(=O)C(C)N(C#N)c1nc(Cl)nc(N(C)C)n1 (stereo unspecified)	4	-6	-12	2	i	-12	-122	0	1	-4
COC(=O)COc1ccc2c(c1C)O/C(=C\c1ccco1)C2=O	-10	-48	-1	-56	i	-19	5	2	-5	-1
COc1cc(C2C(C(=O)c3ccc(C)o3)=C(O)C(=O)N2CCc2ccccc2)ccc1O (stereo unspecified)	48	2	9	22	i	-3	2	2	0	-4

The list continues.
molecule	AI-2 QS mod	HSF1 inh	KLF5 inh	HSF-1 act	PolyA inh	IEC-6 tox	aSyn 5UTR inh	GSK3A inh	GSK3B inh	HSP90 inh
CC(=O)c1cc2c(cc1NC(=O)c1ccccc1C)OCO2	10	5	15	-2	i	7	-15	-2	-2	4
CCN(Cc1cc2ccccc2[nH]c1=O)S(=O)(=O)c1ccccc1	-3	6	-25	6	i	-1	17	-1	-3	4
CCOc1ccccc1NC(=O)CN1CCC(C(=O)c2ccc(F)cc2)CC1	5	2	-16	15	i	-6	1	1	-4	3
O=C(Nc1nnc(CSCc2ccccc2F)s1)c1cccc([N+](=O)[O-])c1	1	7	4	?	i	0	-32	0	1	-2
N#Cc1cc(C(=O)c2cc(F)ccc2O)cn(-c2nccs2)c1=O	20	6	4	-15	i	5	-23	4	-1	-2
CC(Oc1ccc(Br)cc1)C(=O)Nn1c(=S)[nH]c2ncccc2c1=O (stereo unspecified)	12	-10	-15	-19	i	1	12	8	7	0
CN1CCN(C(=O)CCc2nc(-c3ccc(Cl)cc3)no2)CC1	7	0	-29	4	i	-8	-41	-3	0	-1
Cc1cccc(Nc2nc(N)nc(CN3CCN(c4ccccc4)CC3)n2)c1	60	0	-6	-6	i	1	11	2	1	0
O=C(O)c1cc(-c2ccccc2)n(-c2ccccc2C(=O)O)n1	5	-6	-37	-2	i	-1	17	-2	2	0
COc1ccc(S(=O)(=O)N2CCOCC2)cc1NC(=O)CO/N=C/c1ccccc1OC(F)F	15	-4	-2	7	i	0	21	1	1	2
Cc1cc(C)nc(/N=C(\N)Nc2ccc([N+](=O)[O-])cc2)n1	13	6	15	3	i	8	-39	-7	3	4
